# TRPML3 agonist: human TRPML3 channel agonists, primary screen, cell-based, HEK293 TRPML3-YFP, Fluo-8 calcium fluorescence, 3 µM; 220,000 compounds, 0.29% hits; 100% = the carbachol control signal; AID 1448, 2008; activation, % at 3 µM; Mucolipin-3 (Homo sapiens), Q8TDD5;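 active = activation above its plate's cutoff, the mean activation of the plate's test wells plus 3 SD, cut at about 12% in these data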;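 note: 0% = DMSO only wells and 100% = carbachol wells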
#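 Test system – HEK293 line with stable expression of human TRPML3-YFP channel · Control set – carbachol 87 µM final as high control (100%), DMSO as low control (0%) · Signal – Fluo-8 calcium dye fluorescence, ex 470-495, em 515-575 nm · Incubation – 1-h 37 °C dye load, 5-s basal, 120-s post-compound reads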
# Thrombin inh: human alpha-thrombin inhibitors, primary screen, counter-screen for coagulation protease inhibitor project, biochemical, 1536-well, fluorogenic AMC substrate | Boc-VPR-AMC fluorogenic substrate cleavage | inhibition, % at 5 µM | 220,000 compounds, 0.26% hits;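 active = inhibition at or above 40%; inactive = inhibition below 40%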;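 note: 0% = enzyme with no compound and 100% = wells without enzyme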
#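 Material: Human alpha-thrombin protein | Buffer or medium: pH 7.5 Tris-saline with Tween 20 | Reagent: Boc-VPR-AMC substrate, 15 µM final | Schedule: Reaction at ambient temperature | Detection: AMC fluorescence at 355 nm excitation and 460 nm emission | Evaluation: Percent inhibition scaled between no-compound controls and no-enzyme blanks | Controls: no-compound enzyme wells and no-enzyme blanks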
# KCC2 mod: KCC2 cotransporter modulators, thallium flux, primary screen, cell-based, HEK293 KCC2, FluoZin-2 fluorescence, MLSMR; Solute carrier family 12 member 5 (Homo sapiens), Q9H2X9; KCC2 cells, thallium flux FluoZin-2 fluorescence; 190,000 compounds, 2.2% hits; B-score of Tl+ flux slope (higher = more flux/activation; lower = inhibition) at 10 µM;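 active = thallium flux slope and its plate-corrected score both differing from the plate sample mean at a set confidence after two filtering rounds, in either direction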;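 note: slope of fluorescence scaled to starting intensity during 10 to 20 s after thallium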
# Tb hexokinase: Trypanosoma brucei hexokinase 1 inhibitors, primary screen, biochemical, G6PDH-coupled NADH absorbance, MLSCN library; hexokinase 1 [Trypanosoma brucei]; recombinant TbHK1, G6PDH-coupled NADH A340; inhibition, % at 10 µM; 220,000 compounds, 0.11% hits; AID 1430, 2008;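 active = inhibition of 50% or more in the single-dose primary screen; inactive = inhibition below 50%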
# EBV gp42 inh: Epstein-Barr virus gp42 inhibitors, primary screen, biochemical, uHTS, fluorescence polarization | AID 1085, 2008 | Glycoprotein 42 (Epstein-Barr virus (strain AG876)), Q1HVG2 | inhibition, % (tested at 21.74 µM) | 220,000 compounds, 0.42% hits | Fluorescence polarization binding assay, mP read-out; in the data active = inhibition above about 50%
# Target sequence (Q1HVG2 whole entry, looked up): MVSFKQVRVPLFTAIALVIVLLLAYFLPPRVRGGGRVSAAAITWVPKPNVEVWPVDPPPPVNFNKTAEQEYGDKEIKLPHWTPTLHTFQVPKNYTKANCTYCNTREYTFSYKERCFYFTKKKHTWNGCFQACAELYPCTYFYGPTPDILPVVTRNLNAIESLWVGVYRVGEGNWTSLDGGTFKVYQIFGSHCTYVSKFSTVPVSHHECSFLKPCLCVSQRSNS
# zfTRPN1 agonist: zebrafish TRPN1 channel agonists, primary screen, cell-based, HEK293, calcium fluorescence; transient receptor potential cation channel N1 (TRPN1/NompC), Danio rerio; 220,000 compounds, 0.18% hits; HEK293 zebrafish TRPN1-YFP, Fluo-8 calcium fluorescence; 100% = response to 87 µM carbachol; AID 1424, 2008; activation, % at 3 µM;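 active = activation above its plate's cutoff, the mean activation of test wells on that plate plus 3 SD, cut at about 19% in these data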;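 note: 0% = DMSO alone and 100% = 87 µM carbachol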
#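 Material: zebrafish TRPN1-YFP in HEK293 cells; Doses: single test compound dose, 3 µM nominal, 0.3% DMSO; Timing: dye loading 1 h at 37 °C, then 30 min room temperature; Technique: intracellular calcium fluorescence with Fluo-8; Benchmarks: high carbachol 87 µM, low DMSO alone.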
# m-calpain inh: inhibitors of pig calpain II, primary screen, biochemical, fluorogenic peptide substrate, 1536-well. inhibition, % at 16 µM. AID 1236, 2008. 220,000 compounds, 0.37% hits. purified calpain II, 30 min;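 active = inhibition above about 50%, limit read from the data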
# PPC-1+TRAIL kill: compounds killing PPC-1 cancer cells with TRAIL present, primary screen, TRAIL potentiator project, ATPLite luminescence, uHTS; PPC-1 cells + TRAIL, ATPLite viability luminescence; cell killing (% activity), % at 4 µM; 220,000 compounds, 0.41% hits; AID 1443, 2008;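 active = cell killing above 50% in the first pass at 4 µM, then a duplicate retest at 5 µM averaging 50% or more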;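 note: plate controls were cells with TRAIL plus DMSO for no effect and medium-only wells lacking cells for full effect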
# Furin inhibitor: human furin inhibitors, primary screen, biochemical, fluorescence intensity | P09958 | purified furin, fluorogenic substrate cleavage | inhibition, % at 30 µM | 220,000 compounds, 0.061% hits | AID 463115, 2010; in the data active = inhibition above about 25%; note: inactives centre near -15
# Target sequence (P09958 108-714 limits assumed): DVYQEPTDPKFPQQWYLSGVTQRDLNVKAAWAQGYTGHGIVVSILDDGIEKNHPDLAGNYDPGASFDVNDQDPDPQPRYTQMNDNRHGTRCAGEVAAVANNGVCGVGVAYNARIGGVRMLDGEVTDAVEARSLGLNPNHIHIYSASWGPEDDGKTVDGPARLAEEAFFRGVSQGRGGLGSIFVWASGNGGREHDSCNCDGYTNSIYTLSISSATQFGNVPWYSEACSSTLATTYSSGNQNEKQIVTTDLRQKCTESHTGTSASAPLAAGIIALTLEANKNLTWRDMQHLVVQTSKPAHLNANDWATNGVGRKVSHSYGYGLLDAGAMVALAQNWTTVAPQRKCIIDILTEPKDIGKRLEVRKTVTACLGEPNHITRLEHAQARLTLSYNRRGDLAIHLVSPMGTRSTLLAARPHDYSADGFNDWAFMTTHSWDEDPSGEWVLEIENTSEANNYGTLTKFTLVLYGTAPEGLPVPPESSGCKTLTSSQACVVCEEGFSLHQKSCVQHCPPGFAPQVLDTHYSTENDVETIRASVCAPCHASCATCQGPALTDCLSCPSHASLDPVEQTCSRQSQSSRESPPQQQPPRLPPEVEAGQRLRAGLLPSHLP
# An asterisk follows results filed as active; x = not tested or not shown; [ ] = dose if it differs, or a comment.
SMILES	KCC2 mod	TRPML3 agonist	Thrombin inh	m-calpain inh	Tb hexokinase	zfTRPN1 agonist	PPC-1+TRAIL kill	EBV gp42 inh	Furin inhibitor
CCOC(=O)CN1C(c2ccccc2O)Nc2ccc(Br)cc2C1c1ccccc1 (stereo not drawn)	0.54	-0.8	-5	-17	8	-2.2	0	-20	-13
S=C(c1ccc[nH]1)N1CCOCC1	0.01	0.5	1	-1	0	1.1	-6	-13	0[20 µM]
CC1CCCC(C)N1C(=O)c1cc2ncc(CCCl)cn2n1 (stereo not drawn)	0.43	1.7	2	-3	-1	3.4	20	-16	-33
O=C1CC(N2CCC(c3nc4ccccc4s3)CC2)C(=O)N1 (stereo not drawn)	x	0.9	-10	-18	4	1.3	3	-3	-12[20 µM]
COc1ccc(NC(=S)N2CCN(c3ccccn3)CC2)cc1	0.27	1.0	0	0	11	1.0	20	-5	-23
CCOC(=O)c1cnc2cc(C)ccn2c1=O	-0.44	0.5	1	-179	-28	0.9	18	-7	-60
Cc1c(Cl)c([N+](=O)[O-])nn1CCCC(=O)Nc1cc(Oc2ccccc2)cc([N+](=O)[O-])c1	-0.17	0.8	2	21	1	0.6	14	4	-9
CCCCCC(=O)N/N=C/c1cc(Br)c(O)c(OC)c1	-0.24	0.5	-4	-61	-31	2.1	22	-3	-16
CCCN(C(=O)c1ccco1)c1nnc(-c2cccc(C)c2)s1	0.57	1.0	-2	-2	-4	0.6	9	-17	-27
COC(=O)c1ccc(C(C(=O)NC2CCCCC2)N(Cc2ccc(F)cc2)C(=O)Cc2cccs2)cc1 (stereo not drawn)	-0.84	0.8	-4	1	-3	-1.2	-5	8	-14
CN(C)CCNc1ccc(-c2nn(C)c(=O)c3ccccc23)cc1[N+](=O)[O-]	-1.1	-0.3	1	16	1	1.1	6	-6	-14
Cc1nc2ccccn2c1-c1ccnc(SCc2ccc(Cl)cc2)n1	0.98	-0.4	-3	-110	-37	-1.3	2	-12	-14
COc1ccccc1C(=O)N1CCN(C2CCN(Cc3ccccc3)CC2)CC1	x	0.9	-12	9	5	-0.9	21	-16	-25[20 µM]
Cc1cccc(NC(=O)C(CC(C)C)NC(=O)C2CCC(C)CC2)n1 (stereo not drawn)	-0.54	0.1	3	15	2	-1.5	12	5	-22
O=C(Cn1cnc2c(nnn2-c2ccccc2)c1=O)N1CCCc2ccccc21	-0.57	0.1	-5	8	3	-0.7	15	-9	-12
O=S(=O)(N/N=C\c1c(F)cccc1Cl)c1ccc(Cl)cc1	x	-0.4	-1	23	-5	0.5	15	-9	-24[20 µM]
CCOC(=O)c1nnn(-c2nonc2N)c1CSc1ccccc1	0.023	0.5	-4	14	-2	-1.7	-10	-2	-22[20 µM]
COc1cc2c(cc1OC)C(c1cccc([N+](=O)[O-])c1)N(C(=O)c1ccc(F)cc1)CC2 (stereo not drawn)	x	-1.4	-17	2	11	-1.9	9	7	-16
Cn1nnnc1SCC(=O)Nc1nc(-c2ccccc2)c(-c2ccccc2)o1	0.088	0.2	4	-14	20	0.2	12	-8	-20[20 µM]
CNC(=S)N1CCN(CCNC2=CC(=O)CC(C)(C)C2)CC1	-0.027	1.5	7	-19	-6	0.5	-6	4	-11
Cc1nn(CC(=O)Nc2cccnc2)c(C)c1[N+](=O)[O-]	0.23	0.6	-4	-1	-1	1.7	2	-24	-19
Cc1nc(C)c(-c2csc(Nc3cccc(O)c3)n2)s1	x	-0.8	-2	-34	0	1.6	2	-4	-15
CC(C)(C)c1ccc(C(=O)NCCC(=O)N2CCN(c3ncccn3)CC2)cc1	-0.62	0.1	0	-3	-8	-1.1	1	-20	-8[20 µM]
CCOc1ccc(-n2c(SC(C)C(=O)OC)nc3c(c2=O)SCC3)cc1 (stereo not drawn)	-1.3	-1.0	x	x	-18	1.0	x	x	0[20 µM]
O=C1/C(=C/c2ccc([N+](=O)[O-])cc2)C=C(c2ccccc2)N1c1ccccc1	x	0.4	-4	6	-27	1.3	12	-18	-24[20 µM]
CN1C2C=C3C(C#N)=C(N)C(C#N)(C#N)[C@@H](c4ccsc4)[C@@H]3C1CC2 (stereo partly drawn)	x	1.1	6	-99	-2	0.0	15	-4	1[20 µM]
CSCCC(NS(=O)(=O)c1ccc(Cl)cc1)C(=O)OCC(=O)N1CCOCC1 (stereo not drawn)	0.87	0.4	-1	-12	5	1.7	x	-24	-20
O=c1[nH]ncc(N2CCCCC2)c1Cl	0.77	1.1	-5	-6	-14	1.2	24	-10	-13
COc1ccc(OCCCC(=O)Nc2ccc(N3CCOCC3)cc2)cc1	x	0.5	-11	-15	-1	1.3	-5	-13	-19
CSc1nsc(SC)c1C(N)=O	0.15	0.9	1	-12	-5	-0.3	6	-6	-9

# A different layout for part of the listing above:
compound: COc1ccc(OCCCC(=O)Nc2ccc(N3CCOCC3)cc2)cc1
  KCC2 mod: x; TRPML3 agonist: 0.5; Thrombin inh: -11; m-calpain inh: -15; Tb hexokinase: -1; zfTRPN1 agonist: 1.3; PPC-1+TRAIL kill: -5; EBV gp42 inh: -13; Furin inhibitor: -19
compound: CSc1nsc(SC)c1C(N)=O
  KCC2 mod: 0.15; TRPML3 agonist: 0.9; Thrombin inh: 1; m-calpain inh: -12; Tb hexokinase: -5; zfTRPN1 agonist: -0.3; PPC-1+TRAIL kill: 6; EBV gp42 inh: -6; Furin inhibitor: -9

# (next part)
SMILES	KCC2 mod	TRPML3 agonist	Thrombin inh	m-calpain inh	Tb hexokinase	zfTRPN1 agonist	PPC-1+TRAIL kill	EBV gp42 inh	Furin inhibitor
Cn1nc(-c2ccccn2)nc2c(=O)n(C)c(=O)nc1-2	0.26	0.8	1	34	70*	2.7	30[5 µM]	1	-18
COc1ccc(C(=O)C2CCCN(Cc3cccn3-c3ccccn3)C2)cc1F (stereo not drawn)	-0.26	0.8	-7	6	12	-0.9	-1	-8	-29
COc1ccc(C(=O)Nc2cnn(Cc3c(F)cccc3Cl)c2)cc1OC	-0.31	-0.1	4	8	-13	2.7	8	-22	-5
CN(Cc1ccccc1)c1c([N+](=O)[O-])c(=O)n(C)c2ccccc12	-2.6	-0.3	4	18	-8	-2.7	3	-1	-11
COc1ccc(N2CCN(C(=O)CSc3nnc(Cn4nnc5ccccc54)n3C)CC2)cc1	0.83	0.1	-7	3	0	-1.3	13	-15	-25[20 µM]
Cc1ccc(NC(=S)N2CCC(C(N)=O)(N3CCCCC3)CC2)c(C)c1	x	0.6	-10	-2	1	0.2	20	-14	-22
C/C(=N\NC(=O)c1ccn(C)n1)c1ccc(NC(=O)C2CCCC2)cc1	0.93	0.4	-3	7	-13	-1.4	32	-23	-19
CC1CCN(S(=O)(=O)c2ccc3c(c2)oc(=O)n3CC(=O)NCc2ccc3c(c2)OCO3)CC1	x	0.2	-3	-23	-4	1.6	-12	14	-27
CCOc1ccccc1N1CCN(S(=O)(=O)c2ccc3c4c(cccc24)C(=O)N3)CC1	0.061	0.2	0	-126	-19	-0.8	-19	1	-25[20 µM]
C(=C\c1cc(/C=C/c2ccccc2)ncn1)/c1ccccc1	0.17	0.3	-5	-45	-6	0.5	7	-7	-21[20 µM]
Cc1ncc(S(=O)(=O)c2ccc(Cl)cc2)c(-c2ccccc2)n1	-0.87	0.6	3	4	-8	-1.5	6	-12	-16[20 µM]
CCC(COC(C)=O)Nc1nc2c([nH]1)c(=O)n(C)c(=O)n2C (stereo not drawn)	-0.013	0.5	0	3	-1	0.3	3	-19	-7
Cc1ccc(C)c2c3c([nH]c12)-c1nonc1CC3	-0.12	-0.6	2	-9	-7	0.8	4	-31	-16[20 µM]
O=C(CSc1nnc(-c2ccccc2F)n1CCc1ccccc1)Nc1ccc2[nH]c(=O)[nH]c2c1	0.77	0.4	-4	1	30	-0.6	12	-2	-4
O=C(Nc1ccc(Cl)c([N+](=O)[O-])c1)c1cnccn1	0.71	0.1	-3	-34	4	0.2	5	8	-11
C#CCOCCOCCOCCNc1nc(N2CCN(C(=O)[C@H]([C@@H](C)CC)n3cc([C@@H](N)Cc4ccc(O)cc4)nn3)CC2)nc(N2CCN(C(=O)[C@H](CCCCN)n3cc([C@@H](N)C(C)CC)nn3)CC2)n1 (stereo partly drawn)	-0.0081	0.5	1	-23	0	1.5	13	-3	-15
CCN1C(=O)/C(=C/C=C2/Sc3ccc4ccccc4c3N2CCO)SC1=S	1.7	0.4	-4	8	-11	-0.6	7	-31	-3
COc1ccc(-c2cc(C(=O)Nc3cc(C)on3)no2)cc1	-0.95	0.5	-3	-20	-14	1.1	5	-5	-34
COc1ccc(C(=O)Nc2ccc3oc(Cc4ccc(Cl)cc4)nc3c2)cc1OC	-0.66	1.6	-10	-77	-17	6.6	13	-18	-17
Cc1cc(C)cc(Nc2cc(=O)n(C3CCCCC3)c(=O)[nH]2)c1	x	-0.6	-5	-5	-4	-0.4	-21	9	-24
COCC(=O)NC(c1ccccc1)c1ccccc1	1.1	0.2	11	17	6	-0.8	4	-8	-23[20 µM]
O=C(CSc1nc2ccccc2o1)N1c2ccccc2Sc2ccc(C(F)(F)F)cc21	0.7	0.1	3	11	21	1.2	5	0	-23
Cc1nc(SCC(=O)NC2CCCCC2)[nH]c(=O)c1C	-0.28	0.8	-1	18	0	0.3	9	-11	-16
COc1ccc(N2CCN(C(=O)c3cc(=O)[nH]c4ccccc34)CC2)cc1	0.77	0.5	-4	5	-13	-0.3	11	-8	-10
COc1cccc(C2(O)CCN(C(=O)C(C)C)CC2)c1	-0.072	-0.1	2	19	-15	-2.1	19	-2	-10
Cc1cccc(OCc2nnc(SCC(=O)Nc3cccc(C(=O)N4CCOCC4)c3)n2C)c1C	-0.54	1.1	-2	-1	-3	1.3	-12	-4	-3
CN(C)c1nnc(-c2ccc(Cl)cc2)o1	-0.14	0.2	x	-90	-4	-0.7	-5	3	-15
Cc1cc(Br)c(NC(=O)COC(=O)CSc2nnc(-c3ccc(Cl)cc3)o2)c(Br)c1	4.2	0.4	-11	15	26	-0.8	22	-23	-8
CC1=C(C(=O)OCc2ccccc2)C(c2cccnc2)c2c(n(C)c(=O)n(C)c2=O)N1 (stereo not drawn)	-0.3	0.1	1	-31	-18	3.4	6	10	-17[20 µM]
Cc1ccc(NC(=O)C(=O)NCCCN2CCOCC2)c(C)c1	-0.54	0.7	5	15	-1	1.7	0	-10	-15
COc1ccc(OC)c(C(c2nnnn2CC2CCCO2)N2CCN(C)CC2)c1 (stereo not drawn)	-0.38	0.9	-1	-34	-9	1.0	21	8	-35

# Screening data: PubChem, several laboratories
